Source: PubChem
CDK5 p35 inh: blocks human CDK5/p35 kinase activity | inhibition, % at 10 µM | actives 0.01% (n = 330,000) | Q00535+Q15078 | Recombinant CDK5/p35, ADP-Glo luminescence, 60 min | AID 488839;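 active = highest replicate inhibition of at least 50% and at least 75% of replicates reaching 50%; inconclusive = only one of the two criteria met; inactive = both criteria failed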;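 also: plate controls were DMSO neutral control for no effect and GW8510 at 10 µM for full effect; many of its hits are not listed in these tables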
MITF act: activators of MITF-driven TRPM1 promoter activity in SK-MEL-5 cells | SK-MEL-5 TRPM1-promoter luciferase, 24 h; % of positive control, neutral wells = 0 | activation, % at 12.5 µM | actives 0.75% (n = 300,000);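 active = mean activation of at least 80% with every replicate also reaching 80%; inconclusive = mean reaches 80% but some replicate falls short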;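 also: 0% = neutral control wells and 100% = parthenolide positive control wells; values of inactives mirror those of a sister screen read the other way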
NSD2 HMT inh: blocks human histone methyltransferase NSD2; actives 0.54% (n = 310,000); inhibition, % at 12.5 µM; AID 743445; NSD2 peptide methylation, AlphaScreen, 120 min; in the data active = inhibition above about 50%
HTR5A ag ctr: HTR5A agonism, opioid heterodimer counter-screen; P47898; HTR5A agonist assay, luminescence, cell-based; activation, % at 9.3 µM; actives 0.61% (n = 340,000); AID 504692; in the data active = activation mostly above about 9.5%, no sharp cut-off; inactive = mostly below about 7.6%;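 also: 0% = cells with vehicle only and 100% = reference agonist; strong numbers were not always called active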
Target sequence (P47898 whole entry, looked up): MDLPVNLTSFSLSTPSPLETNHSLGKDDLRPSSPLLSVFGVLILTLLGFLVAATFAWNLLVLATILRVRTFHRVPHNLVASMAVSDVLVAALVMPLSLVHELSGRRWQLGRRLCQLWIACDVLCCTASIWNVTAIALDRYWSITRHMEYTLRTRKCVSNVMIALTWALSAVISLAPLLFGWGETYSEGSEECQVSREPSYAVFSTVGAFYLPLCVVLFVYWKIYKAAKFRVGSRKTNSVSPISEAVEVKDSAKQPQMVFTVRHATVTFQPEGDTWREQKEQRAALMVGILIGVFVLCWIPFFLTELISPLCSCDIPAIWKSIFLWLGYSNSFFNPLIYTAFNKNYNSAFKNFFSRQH
V-ATPase pH: alters yeast V-ATPase proton transport. S. cerevisiae, pHLuorin cytosolic pH fluorescence. response, % at 10 µM. actives 0.37% (n = 350,000). AID 504577; in the data active = response mostly above about 7.3%, no sharp cut-off; inactive = mostly below about 5.4%; also: actives read high; inactives centre near 0; some compounds called inactive have numbers as strong as hits; reference of the scale not given here
HTR5A inv ag: inverse agonist of human HTR5A in OPRM1-OPRD1 counter-screen; HTR5A cell line, luminescence, inverse agonism; AID 504634; inhibition, % at 9.3 µM; actives 0.083% (n = 340,000); in the data active = inhibition mostly above about 23%, no sharp cut-off; inactive = mostly below about 18%;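 also: 0% = cells with DMSO and 100% = no-cell wells with DMSO; some compounds called inactive have numbers as strong as hits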
SR-BI DiI inh: blocks mouse SR-BI lipid uptake from DiI-HDL. ldlA[mSR-BI] CHO cells, DiI-HDL uptake fluorescence, 3 h. inhibition, % at 12.5 µM. actives 0.96% (n = 320,000). AID 488896;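 active = mean replicate inhibition of at least 70% and a set share of replicates each scoring 70 or more; inconclusive = meets just one of the two criteria; inactive = fails both criteria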;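 also: 0% = median of neutral control wells and 100% = median of positive control wells; values of inactives mirror those of a sister screen read the other way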
Target sequence (Q61009 whole entry, looked up): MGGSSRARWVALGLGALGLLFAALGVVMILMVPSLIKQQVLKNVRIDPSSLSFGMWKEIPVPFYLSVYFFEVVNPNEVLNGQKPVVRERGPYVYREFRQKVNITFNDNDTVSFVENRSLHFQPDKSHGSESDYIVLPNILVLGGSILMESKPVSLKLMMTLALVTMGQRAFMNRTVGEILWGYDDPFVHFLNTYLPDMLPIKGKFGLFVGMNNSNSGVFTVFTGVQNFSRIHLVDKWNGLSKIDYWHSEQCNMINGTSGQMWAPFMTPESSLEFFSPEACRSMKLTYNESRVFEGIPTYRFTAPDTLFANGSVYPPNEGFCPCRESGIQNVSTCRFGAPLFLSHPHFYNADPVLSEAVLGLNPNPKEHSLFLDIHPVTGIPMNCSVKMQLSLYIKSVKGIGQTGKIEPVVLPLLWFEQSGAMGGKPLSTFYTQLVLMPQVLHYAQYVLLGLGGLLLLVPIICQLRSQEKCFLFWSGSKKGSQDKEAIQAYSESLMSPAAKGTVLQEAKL
dFosB act: enhances mouse delta FosB homodimer DNA binding; P13346; purified delta FosB, TAMRA-CDK5 oligo fluorescence polarization; percent of positive-control signal above neutral wells; activation, % at 25 µM; actives 0.99% (n = 340,000); AID 493131;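 active = mean activation above about 17%, with every replicate also reaching it, limit read from the data, passing the limit was not always enough; inconclusive = only one of the two conditions met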;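 also: fluorescence polarization rise as delta FosB binds a TAMRA Cdk5 AP-1 oligo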
Wnt bcat act: Wnt/beta-catenin pathway activation; actives 1.2% (n = 300,000); activation, % at 9.35 µM; Wnt/beta-catenin reporter cell assay, activator, plate reader; in the data active = activation above about 30%, passing the limit was not always enough; inconclusive = no clear call, values can overlap the other calls;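 also: 0% = neutral control wells and 100% = positive control wells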
PvdQ inh: P. aeruginosa PvdQ acylase inhibition; purified PvdQ acylase, fluorescence plate reader; AID 488965; inhibition, % at 10 µM; actives 0.063% (n = 340,000); in the data active = inhibition above about 30%, passing the limit was not always enough; inconclusive = no clear call, values can overlap the other calls;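 also: 0% = vehicle neutral wells and 100% = reference inhibitor wells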
Starred values were filed as active, the others as inactive; ? = inconclusive; nt = not tested or not shown.

SMILES	CDK5 p35 inh	MITF act	NSD2 HMT inh	HTR5A ag ctr	V-ATPase pH	HTR5A inv ag	SR-BI DiI inh	dFosB act	Wnt bcat act	PvdQ inh
COc1cc(NC(=S)NCCN2CCOCC2)cc(OC)c1	-0.6	-5	5	1	4	8	-33	-6	-1	-21
CC(C)(C)c1ccc(NC(=O)COC(=O)C2=COCCO2)cc1	1.5	36	1	2	7	-24	nt	-4	nt	-15
CCOC(=O)C1(Cc2cccc(Cl)c2)CCCN(C(=O)c2cn[nH]c2)C1 (centres undefined)	-0.3	-1	-2	-1	1	10	44	4	-1	5
COc1ccc(N(CC(=O)Nc2ccccc2C(=O)N2CCCC2)S(=O)(=O)c2ccccc2)cc1	1.7	13	-4	6	-4	13	-20	-15	0	5
CN=C(Nc1ccc2c(c1)OCO2)SC1CC(=O)N(c2ccccc2)C1=O (centres undefined)	-0.7	nt	-2	7	0	-20	29	-8	nt	4
Cn1cnnc1SCC(=O)NC1CCCN(Cc2ccccc2F)C1 (centres undefined)	1.3	8	-2	-2	-1	4	-26	8	0	-16
O=C(O)C1CC(=O)N(c2ccc3c(c2)OCCO3)C1 (centres undefined)	-0.3	11	nt	3	0	-21	-9	4	nt	-5
O=S(=O)(c1ccccc1)c1nc(-c2ccco2)oc1N1CCOCC1	0.8	-9	0	-3	0	6	nt	4	nt	-2
COc1ccc(-c2csc(/C(C#N)=C/Nc3ccc4c(c3)OCCO4)n2)cc1	-1.7	-14	-5	4	-2	-6	50	5	-4	-19
Cc1ccc(C(=O)NN2C(=O)CSC2=S)cc1	-2.9	-10	1	-4	4	12	5	-11	-7	-24
Cc1ccc(C)c(-c2nnc(NC(=O)C3=COCCO3)o2)c1	1.3	13	-1	6	-1	6	-5	-5	3	-10
O=P(OCC1CCCO1)(OCC1CCCO1)OCC1CCCO1 (centres undefined)	1.0	-7	-2	0	0	2	-20	4	-24	15
Cc1c(NC(=O)C(C)OC(=O)/C=C/c2ccccc2)c(=O)n(-c2ccccc2)n1C (centres undefined)	1.3	-5	5	0	3	1	-5	-7	-1	-10
Cc1ccc(N2C(=O)N(CC(=O)Nc3ccc(C)cc3[N+](=O)[O-])C(=O)C2C)cc1 (centres undefined)	1.1	19	9	-4	3	10	10	-7	-3	-1
COc1ccc(OCC(Cn2cnc3ccccc32)OC(C)=O)cc1 (centres undefined)	-1.7	8	nt	-3	-3	7	22	-8	0	-7

Molecules shown so far that have an aryl methoxy group (4):
SMILES	CDK5 p35 inh	MITF act	NSD2 HMT inh	HTR5A ag ctr	V-ATPase pH	HTR5A inv ag	SR-BI DiI inh	dFosB act	Wnt bcat act	PvdQ inh
COc1cc(NC(=S)NCCN2CCOCC2)cc(OC)c1	-0.6	-5	5	1	4	8	-33	-6	-1	-21
COc1ccc(N(CC(=O)Nc2ccccc2C(=O)N2CCCC2)S(=O)(=O)c2ccccc2)cc1	1.7	13	-4	6	-4	13	-20	-15	0	5
COc1ccc(-c2csc(/C(C#N)=C/Nc3ccc4c(c3)OCCO4)n2)cc1	-1.7	-14	-5	4	-2	-6	50	5	-4	-19
COc1ccc(OCC(Cn2cnc3ccccc32)OC(C)=O)cc1 (centres undefined)	-1.7	8	nt	-3	-3	7	22	-8	0	-7

Remaining list, next part:
SMILES	CDK5 p35 inh	MITF act	NSD2 HMT inh	HTR5A ag ctr	V-ATPase pH	HTR5A inv ag	SR-BI DiI inh	dFosB act	Wnt bcat act	PvdQ inh
O=C(NCc1ccccc1Cl)C1CCN(S(=O)(=O)c2cccs2)CC1	1.1	-12	-1	-4	-3	-1	18	-6	-2	14
CCOc1ccc(NC(=O)c2cnccn2)cc1	-1.1	22	4	4	-1	12	12	-1	12	0
COC(=O)c1ccc(COc2ccc(CNCc3ccc(Cl)cc3)cc2)cc1	0.9	52	-6	-3	-4	11	nt	-6	16	-12
Cc1c(NC(=O)CN2C(=O)C3C4C=CC(C4)C3C2=O)c(=O)n(-c2ccccc2)n1C (centres undefined)	-0.5	-13	-1	5	-1	8	-1	-6	nt	3
Nc1ccccc1C(=O)NCc1ccco1	0.3	nt	2	0	2	0	-34	4	-1	17
Cc1ccc(C(=O)Nc2ccc3c(c2)C(=O)NC3=O)cc1	-1.0	nt	nt	4	-5	-12	2	35*	1	-7
COc1ccccc1CNC(=O)C(=O)NCCC1CCCCN1S(=O)(=O)c1ccccc1 (centres undefined)	-1.1	-2	-6	0	-1	-1	3	5	-5	-6
Cc1ccc(C2C(C(=O)c3cccs3)=C(O)C(=O)N2c2nnc(C)s2)cc1 (centres undefined)	-0.5	24	4	5	7	27	-18	0	11	18
CC(C)C[C@H]1CNC(=S)N1CC1CCN(CCCC2CCCCC2)CC1	0.7	1	nt	-5	1	19	4	6	-5	-2
COC(=O)c1ccc(NC(=S)Nc2cccc(C)n2)cc1	-2.3	11	-2	0	1	0	29	4	7	-6
Cc1cc(C(=O)Nc2nc3c(s2)CCCC3)cs1	0.4	8	1	2	-8	-31	45	0	?	5
CC(=O)N1CCN(S(=O)(=O)c2cccc(C(=O)Nc3ccccc3N3CCCCC3)c2)CC1	1.7	-7	-2	0	-1	17	2	2	3	6
CC/C(=N\NC(=S)NC(C)C)c1ccc(OC(F)F)cc1	-0.2	-8	-6	2	2	20	45	-2	-3	23
COc1ccc(C(=O)Nc2c(F)c(F)c(F)c(F)c2F)c(OC)c1	0.1	9	-5	-3	0	7	-4	3	nt	2
CCOc1ccc(CC(=O)Nc2sc(Cc3ccccc3)cc2C(N)=O)cc1OCC	-2.5	-4	0	9.6*	-9	-49	2	-4	-4	-1
Cc1cc(C)cc(Oc2c(C(F)(F)F)oc3cc(OCC(=O)O)ccc3c2=O)c1	0.4	nt	1	2	4	-6	-4	-10	1	12
CC(C)CCNC(=O)C(c1cccnc1)N(Cc1ccccc1)C(=O)Cn1nnc2ccccc21 (centres undefined)	-2.0	2	-2	3	1	10	-6	-1	nt	6
N#Cc1ccc(NC(=O)Cn2cnc([N+](=O)[O-])c2)cc1	0.2	nt	-1	3	1	24	-20	-4	0	-16
CCn1c(=O)c2c(nc3n2CCCN3CCc2ccccc2)n(C)c1=O	-0.2	0	nt	-4	-2	8	23	-6	nt	-15
CCOc1ccc(N=C2NC(=O)/C(=C/C(=O)OC)S2)cc1	-0.2	-7	0	3	5	-31	3	-6	-1	4
COCCNc1oc(-c2ccc(Cl)cc2)nc1C#N	-0.9	81*	-1	1	-5	-15	11	-10	43*	-25
N#C/C(C(=O)Oc1ccccc1)=C1\C=Cc2ccccc2N1	0.9	26	-12	1	0	12	-1	-1	19	-13
COc1ccc(Cn2c(C)nc3oc4cc(OC)ccc4c(=O)c3c2=O)cc1	1.2	-2	nt	16*	0	-19	6	-12	-6	-11
Cc1cc(C)c([N+](=O)[O-])cc1-c1ccc(/C=N/NC(=O)c2nonc2N)o1	-0.9	15	0	-3	4	7	26	-3	nt	-11
CC(=O)c1ccc(OCCCC(=O)Nc2cccc(S(=O)(=O)N3CCCCCC3)c2)cc1	2.7	1	-1	-1	2	4	53	-12	-2	-11
O=C(CNC(=O)c1ccc(Cl)cc1)OCc1nc2ccccc2s1	-0.6	12	-4	-2	4	22	21	-4	2	2
Cc1ccc2c(c1)nnn2C1CCN(CC(=O)N2CCN(c3ccc(F)cc3)CC2)CC1	-2.6	-1	0	0	-2	4	44	-6	nt	5
COc1ccc(Sc2nc(-c3ccccc3)ncc2OC)cc1	-1.2	-5	-1	1	0	-21	46	4	-1	-13
CSc1ncc(Cl)c(C(=O)Nc2ccc(C)c(C)c2)n1	-0.7	5	10	-3	1	10	14	-5	0	-3
CCCc1ccc(-c2csc(NC(=O)Cc3cccs3)n2)cc1	-0.3	-6	0	4	1	6	20	-9	nt	-13
O=C(c1cc(-c2ccc(O)cc2)on1)N1CCN(c2ccc(F)cc2)CC1	-1.0	-8	nt	8	3	-10	0	-5	-2	-12
Cc1ccc(-n2c(C)cc(C(=O)CN3CCCCC3)c2C)cc1	-2.6	25	3	-2	-1	4	3	0	8	-12
Cc1c(OCC(=O)NCc2cccnc2)ccc2c3c(c(=O)oc12)CCCC3	0.6	21	5	11	-5	-2	-15	-14	2	-7
O=C(Nc1ccc(F)c([N+](=O)[O-])c1)c1cccs1	-0.3	-18	-1	2	-2	-7	4	4	-1	-5
C[C@@H]1CN([C@H](C)CO)C(=O)c2cc(NC(=O)Nc3ccc(C(F)(F)F)cc3)ccc2O[C@H]1CN(C)Cc1ccc(Cl)c(Cl)c1	-2.8	-49	nt	4	-2	-14	-53	-8	-3	-11
O=C(Nc1cccc(F)c1)C1CCCN(S(=O)(=O)c2cccc3cccnc23)C1 (centres undefined)	-0.5	-10	-1	0	2	8	-12	-14	-1	-10
CC(Cc1cccs1)NC(=O)Nc1ccccc1 (centres undefined)	1.5	30	3	-7	-5	19	-2	-15	nt	-5
CC(=O)Nc1ccc(NC(=O)CSC2=NCCS2)cc1	-0.2	12	1	-2	-3	-12	-25	-9	nt	-13
COC(=O)Cn1cnc2c(nnn2Cc2ccc(Cl)cc2)c1=O	3.0	-1	0	5	3	-13	-23	4	nt	-4
O=C(CCCOc1ccc(Cl)cc1Cl)Nc1ccc(O)cc1C(=O)O	-0.8	9	-1	3	-4	-10	-8	1	3	15
Oc1ccc2ccccc2c1CN1CCN(c2ccccc2F)CC1	-0.2	nt	nt	3	0	-17	47	2	2	-11
CC1CCCN(C(=O)COC(=O)c2ccc[nH]c2=O)C1 (centres undefined)	2.3	5	1	-2	-61	6	-8	-3	nt	-1
Cc1ccc(N2C(=O)CC(N3CCN(S(=O)(=O)c4ccccc4)CC3)C2=O)c(C)c1 (centres undefined)	0.5	-2	1	3	0	-28	10	-8	5	-8
CC(=O)OC(C(=O)N1CCN(c2ccccc2F)CC1)c1ccccc1 (centres undefined)	0.7	8	1	-1	12*	15	-29	-2	-1	-4

Random excerpt: two entries already listed.
SMILES	CDK5 p35 inh	MITF act	NSD2 HMT inh	HTR5A ag ctr	V-ATPase pH	HTR5A inv ag	SR-BI DiI inh	dFosB act	Wnt bcat act	PvdQ inh
Oc1ccc2ccccc2c1CN1CCN(c2ccccc2F)CC1	-0.2	nt	nt	3	0	-17	47	2	2	-11
Cc1ccc(N2C(=O)CC(N3CCN(S(=O)(=O)c4ccccc4)CC3)C2=O)c(C)c1 (centres undefined)	0.5	-2	1	3	0	-28	10	-8	5	-8

Only CDK5 p35 inh and Wnt bcat act (3 entries from above):
smiles	CDK5 p35 inh	Wnt bcat act
Cc1cc(C)c([N+](=O)[O-])cc1-c1ccc(/C=N/NC(=O)c2nonc2N)o1	-0.9	nt
CC(=O)c1ccc(OCCCC(=O)Nc2cccc(S(=O)(=O)N3CCCCCC3)c2)cc1	2.7	-2
O=C(CNC(=O)c1ccc(Cl)cc1)OCc1nc2ccccc2s1	-0.6	2
